mHTT CaM bind – inhibitors of human mutant huntingtin-calmodulin interaction; P42858; AlphaScreen His-mHTT/GST-CaM binding, luminescence; inhibition, % at 15 µM; 190,000 compounds, 3.6% hits; AID 1671202;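 note: 0% = both proteins with DMSO and 100% = one protein alone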
Target sequence (P42858 whole entry, looked up, stated change not applied): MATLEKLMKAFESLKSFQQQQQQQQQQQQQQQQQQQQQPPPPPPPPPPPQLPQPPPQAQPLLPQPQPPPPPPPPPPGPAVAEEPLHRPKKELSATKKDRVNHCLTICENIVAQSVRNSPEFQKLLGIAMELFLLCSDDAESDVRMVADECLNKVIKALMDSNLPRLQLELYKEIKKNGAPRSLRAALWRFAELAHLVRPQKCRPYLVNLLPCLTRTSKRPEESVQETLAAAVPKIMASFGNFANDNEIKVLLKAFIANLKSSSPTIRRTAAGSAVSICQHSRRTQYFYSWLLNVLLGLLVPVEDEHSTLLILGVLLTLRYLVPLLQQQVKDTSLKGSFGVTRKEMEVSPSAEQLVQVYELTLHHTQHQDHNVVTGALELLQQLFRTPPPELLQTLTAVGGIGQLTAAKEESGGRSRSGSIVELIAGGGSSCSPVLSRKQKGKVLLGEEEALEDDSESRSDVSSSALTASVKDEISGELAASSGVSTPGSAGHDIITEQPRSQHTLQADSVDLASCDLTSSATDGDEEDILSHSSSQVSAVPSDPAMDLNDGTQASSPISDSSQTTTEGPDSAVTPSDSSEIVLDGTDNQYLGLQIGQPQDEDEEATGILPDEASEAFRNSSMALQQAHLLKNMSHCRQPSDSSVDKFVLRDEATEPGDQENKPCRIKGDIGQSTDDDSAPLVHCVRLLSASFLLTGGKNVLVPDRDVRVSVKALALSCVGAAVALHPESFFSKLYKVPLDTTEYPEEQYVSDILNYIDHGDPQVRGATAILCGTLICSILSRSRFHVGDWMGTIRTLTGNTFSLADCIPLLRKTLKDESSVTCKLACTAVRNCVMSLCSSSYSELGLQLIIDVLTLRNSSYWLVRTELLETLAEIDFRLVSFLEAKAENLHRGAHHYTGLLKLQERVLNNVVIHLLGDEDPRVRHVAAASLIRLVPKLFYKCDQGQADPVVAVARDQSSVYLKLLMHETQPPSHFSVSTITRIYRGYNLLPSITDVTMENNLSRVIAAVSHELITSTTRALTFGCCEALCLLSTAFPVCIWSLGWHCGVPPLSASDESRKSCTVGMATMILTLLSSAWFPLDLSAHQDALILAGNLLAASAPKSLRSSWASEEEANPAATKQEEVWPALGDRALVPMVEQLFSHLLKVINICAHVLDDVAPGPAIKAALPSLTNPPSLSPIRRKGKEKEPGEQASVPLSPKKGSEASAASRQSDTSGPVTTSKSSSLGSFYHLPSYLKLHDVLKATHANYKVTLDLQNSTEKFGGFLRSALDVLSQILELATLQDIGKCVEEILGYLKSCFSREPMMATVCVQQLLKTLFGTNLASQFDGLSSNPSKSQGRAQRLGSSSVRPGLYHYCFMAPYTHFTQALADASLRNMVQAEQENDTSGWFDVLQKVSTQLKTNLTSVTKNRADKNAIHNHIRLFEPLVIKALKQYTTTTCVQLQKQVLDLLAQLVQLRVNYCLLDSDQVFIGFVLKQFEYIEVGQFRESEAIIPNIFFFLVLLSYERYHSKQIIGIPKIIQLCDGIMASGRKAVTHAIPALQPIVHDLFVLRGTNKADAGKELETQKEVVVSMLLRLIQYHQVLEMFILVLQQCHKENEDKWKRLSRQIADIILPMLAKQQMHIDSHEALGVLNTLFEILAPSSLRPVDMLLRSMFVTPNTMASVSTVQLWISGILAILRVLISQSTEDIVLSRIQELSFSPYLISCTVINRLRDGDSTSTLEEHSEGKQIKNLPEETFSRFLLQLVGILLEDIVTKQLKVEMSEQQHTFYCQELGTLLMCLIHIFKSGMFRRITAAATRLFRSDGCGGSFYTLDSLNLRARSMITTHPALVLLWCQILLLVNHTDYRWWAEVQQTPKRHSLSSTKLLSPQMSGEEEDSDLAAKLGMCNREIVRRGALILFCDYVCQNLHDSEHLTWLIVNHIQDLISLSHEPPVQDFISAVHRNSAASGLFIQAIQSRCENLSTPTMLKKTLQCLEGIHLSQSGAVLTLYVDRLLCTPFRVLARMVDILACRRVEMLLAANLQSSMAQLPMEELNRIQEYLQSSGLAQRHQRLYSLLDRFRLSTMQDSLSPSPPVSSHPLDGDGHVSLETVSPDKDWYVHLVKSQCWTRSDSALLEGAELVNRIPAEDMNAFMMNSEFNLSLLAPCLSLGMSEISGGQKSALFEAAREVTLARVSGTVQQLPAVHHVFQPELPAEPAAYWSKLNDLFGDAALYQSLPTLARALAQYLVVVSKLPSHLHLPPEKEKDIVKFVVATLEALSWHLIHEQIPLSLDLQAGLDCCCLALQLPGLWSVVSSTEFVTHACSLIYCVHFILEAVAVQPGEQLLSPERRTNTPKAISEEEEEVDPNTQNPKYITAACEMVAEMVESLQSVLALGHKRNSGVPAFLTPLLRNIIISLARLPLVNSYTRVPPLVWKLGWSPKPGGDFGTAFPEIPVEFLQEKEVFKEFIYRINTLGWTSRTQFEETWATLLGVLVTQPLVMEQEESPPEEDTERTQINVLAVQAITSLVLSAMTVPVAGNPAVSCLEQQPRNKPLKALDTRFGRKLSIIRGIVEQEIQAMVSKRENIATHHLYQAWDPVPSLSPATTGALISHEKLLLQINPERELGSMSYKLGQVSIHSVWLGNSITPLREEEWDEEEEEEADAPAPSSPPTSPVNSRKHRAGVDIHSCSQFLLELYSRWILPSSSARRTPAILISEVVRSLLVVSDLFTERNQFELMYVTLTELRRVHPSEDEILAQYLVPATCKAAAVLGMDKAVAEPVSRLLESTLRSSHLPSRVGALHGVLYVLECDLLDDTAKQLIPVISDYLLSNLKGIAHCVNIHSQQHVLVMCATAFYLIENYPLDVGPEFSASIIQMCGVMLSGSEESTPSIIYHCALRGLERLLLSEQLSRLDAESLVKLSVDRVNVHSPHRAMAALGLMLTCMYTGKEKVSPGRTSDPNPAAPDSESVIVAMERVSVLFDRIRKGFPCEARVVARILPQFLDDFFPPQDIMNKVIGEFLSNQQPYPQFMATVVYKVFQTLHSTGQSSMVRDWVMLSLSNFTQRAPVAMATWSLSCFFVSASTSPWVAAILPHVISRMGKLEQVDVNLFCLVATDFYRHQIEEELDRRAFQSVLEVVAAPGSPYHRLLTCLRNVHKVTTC
Pf apPOL block – Pf-apPOL DNA polymerase inhibition. Recombinant Pf-apPOL, molecular beacon fluorescence, 1.5 h. inhibition, % at 10 µM. 210,000 compounds, 0.25% hits. AID 1794808
* hit, by the source's call; nt = no result given; & = joins results of further samples. Cut-off read from the data, not from the text of the source: active = inhibition above about 50%; inactive = the rest. Only part of the results is shown; count on the stated rates, not on these rows.

The first 4 compounds, to show the layout:
canonical_smiles	mHTT CaM bind	Pf apPOL block
COc1ccc(NC(=O)c2c(NC(=O)CNCc3ccccc3)sc3c2CCC3)c(OC)c1	0	16
Cc1ccc(Oc2ccc(N(C)S(=O)(=O)c3ccc(OC(F)(F)F)cc3)cc2)nn1	-17	-3
O=C(c1c(F)c(F)c(F)c(F)c1F)N1CCN(c2ccc(Cl)cc2)CC1	-12	0
Cc1cc([N+](=O)[O-])ccc1NC(=O)c1cc2ccccc2oc1=O	-1	4

Main list (from the top)
canonical_smiles	mHTT CaM bind	Pf apPOL block
COc1ccc(NC(=O)c2c(NC(=O)CNCc3ccccc3)sc3c2CCC3)c(OC)c1	0	16
Cc1ccc(Oc2ccc(N(C)S(=O)(=O)c3ccc(OC(F)(F)F)cc3)cc2)nn1	-17	-3
O=C(c1c(F)c(F)c(F)c(F)c1F)N1CCN(c2ccc(Cl)cc2)CC1	-12	0
Cc1cc([N+](=O)[O-])ccc1NC(=O)c1cc2ccccc2oc1=O	-1	4
Cc1cc(C)n(-c2ccc(C(F)(F)F)cc2[N+](=O)[O-])n1	-1	-3
O=C(Nc1ccc(Br)cc1)OCCCN1CCC2(CCCCC2)C1=O	-5	-6
COc1ccccc1-c1nc(C2CCN(C(=O)c3cccc(NC(C)=O)c3)CC2)no1	1	8
CCOc1ccc(-c2ccc(SCCN3CCCCC3)nn2)cc1	2	0
CC(C)Oc1ccc(CCN=C(N)N=C(N)N)cc1Cl	-1	-3
COc1ccccc1CNS(=O)(=O)c1ccc(F)c(C(=O)O)c1F	-7	-8
CC1(C)OC(=O)C(=CNC(CC(=O)O)C(=O)O)C(=O)O1 (configuration not stated)	-1	-4
O=C(Nc1ccc2c(c1)OCO2)N1CCC2(CC1)Nc1cc(F)ccc1-n1cccc12	68*	-3
CC(=O)c1ccc(N=C2C(=O)Nc3ccccc32)cc1	4	-6
CC(C)=CCn1c(NCc2ccccc2)nc2c1c(=O)[nH]c(=O)n2C	-9	-2
CC(=O)N1N=C(c2ccc(C)c(Cl)c2)OC12CCCC2	-32	-62
COc1ccc(-n2ncc3c(NC4CCCCCC4)ncnc32)cc1	11	-3
CC(NC(=O)c1csc2c1CCCC2)c1ccccc1 (configuration not stated)	-17	0
O=C(NC1CC1)c1ccc(OCC2CCCN2C(=O)C2(c3ccccc3)CC2)cc1 (configuration not stated)	0	8
Cc1cc(NS(=O)(=O)c2ccc(NC(=O)COc3cccc(C)c3C)cc2)nc(C)n1	21	-2
COc1cc(C=O)ccc1OCCCCOc1ccccc1OC(C)C	-26	-4

One compound at a time, as listed above. Values in the order: mHTT CaM bind	Pf apPOL block
CC(=O)N1N=C(c2ccc(C)c(Cl)c2)OC12CCCC2 is entered as -32	-62
Cc1cc(NS(=O)(=O)c2ccc(NC(=O)COc3cccc(C)c3C)cc2)nc(C)n1 is entered as 21	-2
CC(NC(=O)c1csc2c1CCCC2)c1ccccc1 (configuration not stated) is entered as -17	0
CC(C)=CCn1c(NCc2ccccc2)nc2c1c(=O)[nH]c(=O)n2C is entered as -9	-2
CC1(C)OC(=O)C(=CNC(CC(=O)O)C(=O)O)C(=O)O1 (configuration not stated) is entered as -1	-4

New compounds follow.
canonical_smiles	mHTT CaM bind	Pf apPOL block
COc1ccc(Cl)cc1C(=O)NCC(O)C1CCCCC1 (configuration not stated)	-7	-2
CN(C)Cc1c(O)ccc2c(=O)c(-c3ccc4c(c3)OCCO4)c(C(F)(F)F)oc12	1	6
Cc1ccc2c(CN3CCN(c4ccccc4)CC3)cc(=O)oc2c1	1	3
O=C(C1CCN(Cc2ccccc2O)CC1)N1CCN(Cc2ccc3c(c2)OCO3)CC1	3	-1
COc1cc(Br)c(CNCc2ccc3c(c2)OCO3)cc1OC	-3	-2
CCOC(=O)c1sc(N2CCCC2)c2c1CC(C)(C)CC2=O	nt	6
O=C(c1ccccc1C(F)(F)F)N1CCN(C(=O)C2CC2c2cccs2)CC1 (configuration not stated)	-5	-1
COc1ccccc1-n1c(C)c(C(C)=O)c(C(C)=O)c1C	6	-4
O=C(Nc1cncc(C#Cc2ccccc2)c1)Nc1cccc(C(F)(F)F)c1	nt	-9&-4
COc1ccc(-c2cc(C(=O)O)c3cc(C)ccc3n2)cc1	-3	-5
O=C(CC1CCN(S(=O)(=O)c2ccc(Cl)s2)CC1)NCCCN1CCCC1	34	0
C=CCN(CC=C)S(=O)(=O)c1ccc(C(=O)N=c2sc3cccc(OC)c3n2C)cc1	-9	10
O=C(COc1ccccc1)Nc1ccc(-c2nnc(-c3ccccc3)o2)cc1	-5	-14
COc1cccc(C(=O)N2CCC3(CC2)NC(=O)N(Cc2ccc(F)cc2)C3=O)c1	18	-5
O=C1S/C(=C\c2cccc(F)c2)C(=O)N1CNc1ccccc1	47	2
O=C1CSC(c2ccccc2Br)N1c1ccccc1F (configuration not stated)	-8	-5
CC(C)NC(=O)c1ccc(OCC2CCN(C(=O)c3cc(F)ccc3F)CC2)cc1	6	-6
CCN(CC)CCNC(=O)C(=O)NCC1OCCN1S(=O)(=O)c1ccc(F)cc1 (configuration not stated)	-18	-1
Cc1ccccc1C(=O)N1CCN(c2ccc([N+](=O)[O-])c(N3CCOCC3)c2)CC1	4	-6
Cc1ccc(N(Cc2ccc(C(=O)Nc3ccc4c(c3)OCCO4)cc2)S(C)(=O)=O)cc1C	10	-5
Nc1c(S(=O)(=O)O)cc(Nc2ccccc2)c2c1C(=O)c1ccccc1C2=O	98*	-10
O=c1c(Sc2c(Cl)cccc2Cl)c(Sc2c(Cl)cccc2Cl)c1=O	nt	-1
COc1ccccc1CC(=O)N1CCC2(CC1)Nc1cccnc1NC2=NC1CCCC1	10	-4
CCn1c(N2CCCC(C(=O)NC3CCCCC3)C2)cc(=O)n(C)c1=O (configuration not stated)	2	2
O=C(NCc1cccs1)c1ccc(F)cc1	-6	-8
O=C(c1ccoc1)N1CCC(N2CCc3ccccc32)CC1	35	4
CCC1=Nc2cc(C(=O)NCC3CCCO3)ccc2Sc2ccc(C)cc21 (configuration not stated)	33	-26
CCNC(=O)N1CCc2nc(-c3ccc(F)cc3)ncc2C1	0	-2
O=S(=O)(Cc1ccc(F)cc1)NCC1(c2cccs2)CCCC1	-21	2
O=C(Nc1ccc(Br)cn1)c1ccc(-c2ccc(Cl)cc2)o1	3	-4
CCCCSc1nc2c(cnn2-c2ccc(Cl)cc2)c(=O)[nH]1	4	-10
FC(F)(F)c1cc(-c2cccs2)nc(N2CCCCC2)n1	-420	-9
Cc1cccc(-n2c(N3CCCC(C(=O)NCc4ccco4)C3)nc3ccsc3c2=O)c1 (configuration not stated)	30	0
Cc1ccc(CN2C(=O)CCC2C(=O)NCCN(CC(C)C)CC(C)C)cc1 (configuration not stated)	0	0
CN(C)c1cccc(N(C)C)c1CNC(=O)C(Cl)(Cl)Cl	nt	-5
O=C(NCc1ccccc1)C1CCN(c2nccn3nc(-c4ccc(F)cc4)cc23)CC1	8	1
COc1ccc(S(=O)(=O)N(CC(=O)NC(C)c2ccccc2)Cc2ccccc2)cc1 (configuration not stated)	0	0
CCOC(=O)c1c(C)oc2c1c(C=NC1CC(C)(C)NC(C)(C)C1)c(O)c1ccccc12	3	-1
O=[N+]([O-])c1ccc(NC2OC(CO)C(O)C2O)cc1 (configuration not stated)	-1&1	-2
O=C(Nc1cccc(C(F)(F)F)c1)C(=S)NCc1ccccc1	nt	-7&0
COc1cccc(C(=O)Nc2ccccc2C(C)C)c1	-9	-1
O=C(NCC1CCCO1)C1CCN(c2cncnc2N2CCOCC2)CC1 (configuration not stated)	0	-1
O=C(/C=C/c1ccc(Cl)cc1)Nc1cc2ccccc2oc1=O	0	-3
CCOc1cc(C=Nc2ccc(N3CCOCC3)cc2)cc(Br)c1O	12	0
Cc1ccc(C(=O)NC(Nc2ccccc2C)C(Cl)(Cl)Cl)cc1 (configuration not stated)	-6	0
Cn1c(C(=O)NC(C)(C)C)cc2c1CCN(Cc1ccc(F)cc1)C2	26	2
CC(=O)Nc1c(Cl)c(Cl)c(NC(C)=O)c2n[nH]nc12	-5	9
C=CCCC(=O)N[C@H]1CC[C@@]23CCCN2C(=O)CCC[C@H]3[C@H]1C	-1	-6
CC(=O)c1ccc(-n2c(C)ccc2C)cc1	32	0
O=C1N/C(=C\c2ccc(N3CCCC3)cc2)C(=O)N1Cc1ccccc1Cl	13	88*

Next section
canonical_smiles	mHTT CaM bind	Pf apPOL block
COc1cccc(N/C(SCc2ccccc2F)=C(\C#N)C(=O)NCc2cccs2)c1	11	-3
COC(=O)C(NS(=O)(=O)CCl)C(C)C (configuration not stated)	-6	-8
C[C@H](NC(CCc1ccccc1)C(=O)O)C(=O)N1CCC[C@H]1C(=O)O (some centres not stated)	nt	5
CCn1ccc(C(=O)N2CCCC2c2nc(-c3ccc(F)cc3F)no2)n1 (configuration not stated)	-3	-1
Cc1ccnc(N2CCCC(C(=O)NCCCN3CCCC3=O)C2)n1 (configuration not stated)	-2	1
CCCNC(=O)N1CCOc2ccc(CN(C(C)=O)c3ccc(C)cc3)cc2C1	-1	-5
Cc1ccsc1C(O)CNC(=O)NC1CCCCC1 (configuration not stated)	-10	-4
CCn1c(=O)c2c(ncn2C(C)C)n(-c2ccccc2C)c1=O	1	-9
Cc1cccc(-c2nc3c(c(=O)[nH]2)CN(C(=O)Nc2ccccc2C)CC3)c1	0	3
CC(C)(C)OC(=O)N1CCC(C(=O)Nc2cccc(C(=O)N3CCOCC3)c2)CC1	1	2
O=C(Cn1c(=O)n(-c2ccccc2)c2ncccc21)NC1CCCCCC1	0	0
O=C1CC(C(=O)N2CCc3ccccc32)CN1CCc1c[nH]c2ccc(Cl)cc12 (configuration not stated)	14	1
Cc1cccc(CN2CCN(C3CCN(C(=O)Nc4ccccc4)CC3)C2=O)c1	1	1
CSc1nnc(NC(=O)c2ccc(C)c(S(=O)(=O)N3CCOCC3)c2)s1	-4	-1
CCOc1ccc(S(=O)(=O)Nc2ccccc2F)c2cccnc12	4	-4
CSc1ccc(C2CC(c3ccccc3)Nc3nnnn32)cc1 (configuration not stated)	1&7	-6&2
Cc1c(C(=O)Nc2ccc(S(N)(=O)=O)cc2)oc2ccccc12	17	-4
O=C1C(=Cc2ccncc2)Oc2c1ccc(O)c2CN1CCN(CCO)CC1	2	-4
O=C(c1ccc(Cl)cc1[N+](=O)[O-])N1CCCCC1	4	-2
CCCNC(=O)C1CCN(c2cc(Nc3ccc(C)cc3)ncn2)CC1	-1	-5

Of the compounds above, these have a COOH group:
canonical_smiles	mHTT CaM bind	Pf apPOL block
COc1ccccc1CNS(=O)(=O)c1ccc(F)c(C(=O)O)c1F	-7	-8
CC1(C)OC(=O)C(=CNC(CC(=O)O)C(=O)O)C(=O)O1 (configuration not stated)	-1	-4
COc1ccc(-c2cc(C(=O)O)c3cc(C)ccc3n2)cc1	-3	-5
C[C@H](NC(CCc1ccccc1)C(=O)O)C(=O)N1CCC[C@H]1C(=O)O (some centres not stated)	nt	5

Continuation:
canonical_smiles	mHTT CaM bind	Pf apPOL block
COc1ccc(/C=C/C(=O)Nc2ccc(-n3nncc3-c3ccccc3)cc2)cc1OC	20	-2
O=C(CCc1ccccc1)Nc1ccccn1	-5	-1
CCCCCCCCNS(=O)(=O)CCNCc1ccco1	1	-9
O=C(c1ccc[nH]c1=O)N1CCN(Cc2nc3ccccc3n2Cc2ccccc2)CC1	7	-15
COc1cc2c(cc1OC)C(C(=O)Nc1ccc(F)cc1)C1c3ccccc3CCN1C2=O (configuration not stated)	9	0
O=C(CNC(=O)C1CCCCC1)Nc1nncs1	-2	3
CC(=O)N1CCN(CC(=O)N2N=C(c3ccc(C)cc3)CC2c2ccc(C)cc2)CC1 (configuration not stated)	71*	-11
O=C(NCc1cccs1)c1ccccc1Br	-13	0
COc1ccccc1CNC(=O)CCS(=O)(=O)Cc1ccccc1C	1	-14
C=CCN(c1ccccc1C1=NC(=Cc2ccccc2Cl)C(=O)O1)S(=O)(=O)c1ccc(C)cc1	nt	0
Cc1cnc(NC(=O)C2CN(c3nc4ccccc4s3)C2)s1	-2	-16
COc1ccc(C(C#N)N2N=C(c3ccccc3)CC2c2ccccc2)cc1OC (configuration not stated)	79*	-3
CCC(=O)NCc1csc(C2CCN(C(=O)c3cccc(Cl)c3)CC2)n1	4	-4
O=C(O)CC(CC(=O)O)c1ccc(C(F)(F)F)cc1	nt	-17
Cc1ccc(Cn2nc(C(=O)NCc3ccco3)ccc2=O)cc1	-10	-21
COc1ccc(-n2nc(C(=O)Nc3cccc(C(F)(F)F)c3)c3ccccc3c2=O)c(OC)c1	3	6
O=C1CSC2(C(=O)Nc3ccccc32)N1c1cccc(F)c1 (configuration not stated)	-1	-2

Bioassay records as filed in PubChem BioAssay.
